# MKP-3 inhibition – MKP-3 phosphatase inhibitors, primary screen, biochemical, rat enzyme, in vitro (AID 425); 110,000 compounds, 0.17% hits; recombinant MKP-3 phosphatase activity, fluorescence; higher % means a stronger effect; one-dose inhibition, % at 20 µM; IC50 in µM for titrated hits; in the data active = inhibition above about 50%;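 note: plate controls were vehicle for no effect and reference inhibitor for full effect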
# Hsp70 inhibitors – small molecules displacing fluorescent ligand from Hsp70 – biochemical, fluorescence polarization, primary screen (AID 583). Hsp70 fluorescence polarization probe displacement, mP; higher % means a stronger effect. 140,000 compounds, 0.06% hits. displacement, % at 20 µM, or IC50 in µM where a hit was titrated; in the data active = displacement above about 50%;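 note: plate controls were vehicle for no effect and reference ligand for full effect; a part of the inactive calls stands beside numbers as strong as those of hits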
# * hit, by the source's call; . = no result given; & = joins results of further samples. Only part of the results is shown, so the mix of outcomes need not match the whole.
# Below each SMILES – MKP-3 inhibition	Hsp70 inhibitors
COc1ccccc1N(C(=O)c1ccco1)C(C(=O)NC1CCCC1)c1cccnc1 (centres undefined)
  0.2%	4.5%
Cc1cc(C)c2c(n1)sc1c(N3CCOCC3)ncnc12
  -3.0%	4.9%
O=C1/C(=C\c2ccc(-c3ccccc3Cl)o2)SC(=S)N1Cc1ccccc1
  -0.5%	0.1%
Clc1ccccc1CSc1nc2ncccc2[nH]1
  3.2%	-2.8%
CCOC(=O)C1=C(C)NC2=C(C(=O)CC(C)(C)C2)C1c1coc2ccccc2c1=O (centres undefined)
  .	-1.8%
Cc1c(Cl)cccc1NC(=S)NN1CCOCC1
  .	2.3%
COc1ccc(C)cc1C(=O)CCC(=O)O
  -5.2%	-3.2%
C=CCOCC(O)CS(=O)(=O)Cc1ccc(Cl)cc1 (centres undefined)
  .	0.7%
Cc1cc(C)c(OCCCCN2CCCCC2)c(Cl)c1
  0.8%	0.0%
CCOC(=O)NC(=O)CSc1nc(C)cc(C)c1C#N
  4.6%	-0.4%
CCN(c1c(C)n(C)n(-c2ccccc2)c1=O)S(C)(=O)=O
  2.2%	0.1%
CCOC(=O)c1cccc(NC(=O)C2CCN(S(=O)(=O)c3cccs3)CC2)c1
  -10.5%	-0.6%
CCOC(=O)N1CCN(Cc2cccs2)CC1
  -1.8%	-1.1%
CC(C(=O)Nc1nccs1)N1C(=O)C2CC=CCC2C1=O (centres undefined)
  -20.1%	0.4%
CCCOc1ccc(N2C(=O)CC(NCc3ccccc3)C2=O)cc1 (centres undefined)
  0.8%	-8.4%
Cc1ccc(SCc2cc(=O)n(-c3nc4ccccc4s3)[nH]2)cc1
  3.2%	-1.6%
COc1ccc(Nc2ncnc3ccc(Br)cc23)cc1
  3.3%	-4.1%
COc1ccccc1C(=O)Nc1nc(C)c(C(C)=O)s1
  -0.6%	-3.4%
COc1ccc(S(=O)(=O)N(C)CC(=O)NCCC2=CCCCC2)cc1
  4.5%	-0.8%
C=CCc1cccc(/C=N/NC(=O)c2cc(C)[nH]n2)c1O
  3.5%	2.1%
O=C(Cn1nc(-c2ccccc2)c2ccccc2c1=O)Nc1ccc2c(c1)nc1n2CCOC1
  -4.5%	-0.2%
COc1ccc(CNC(=O)CSc2nnc(C)s2)cc1
  -8.0%	0.5%
Cc1cc(C)cc(N(C(C)C(=O)NCCC2=CCCCC2)S(C)(=O)=O)c1 (centres undefined)
  .	1.2%
CCN(CC)S(=O)(=O)c1ccc(C(=O)NCc2n[nH]c(=S)n2-c2ccccc2OC)cc1
  2.3%	.
Cc1ccc(C(=O)Nc2ccccc2C(=O)OCCN2CCCC2=O)cc1
  0.4%	4.3%
COc1ccc(C)cc1-n1nnnc1SC/C(O)=C(\C#N)c1nc2ccccc2[nH]1
  -1.4%	-6.1%
CC(=O)c1cc(C)ccc1OC(=O)c1ccco1
  3.5%	4.8%
CC(C)Nc1ncnc2c1cnn2-c1ccc(Cl)cc1
  -1.6%	-5.6%
COc1ccc(Cl)cc1/C=C1/C(=O)NN(c2cccc(Br)c2)C1=O
  5.5%	1.1%
CCc1ccccc1NC(=O)CN(c1cccc(OC)c1)S(C)(=O)=O
  -17.5%	4.2%
COc1ccc(CCN2C(=O)/C(=C/C=C/c3ccccc3)SC2=S)cc1OC
  3.3%	0.5%
O=c1[nH]n(-c2ccccc2)c(=O)c2ccccc12
  -8.4%	-2.6%
Cc1nnc(NC(=O)c2cc(-c3ccc(Cl)cc3)nc3ccccc23)s1
  -1.8%	-1.7%
O=C1CC(c2ccccc2)CC2=C1C(c1cccc(Cl)c1Cl)Nc1ccccc1N2 (centres undefined)
  0.5%	-1.7%
CCOC(=O)N1CCN(C(=O)c2ccccc2CCc2ccccc2)CC1
  -6.2%	2.7%
Cc1cccc2cc(CN(Cc3ccc(F)cc3)C(=O)N(C)C)c3nnnn3c12
  2.9%	1.2%
Nc1ccc2oc3ccc(N)cc3c(=O)c2c1
  .	1.6%
CCC(C)(C)n1nnnc1CN1CCC(NC(=O)c2ccc(Br)cc2)CC1
  .	-6.2%
CS(=O)(=O)N1N=C(c2ccc(Br)cc2)CC1c1cccs1 (centres undefined)
  .	1.9%
Cn1cc(C(=O)c2ccccc2)cc1-c1nc2ccccc2n1C
  5.9%	-1.2%
CCC(=O)Nc1ccc(N2CCCCC2)c(C(=O)Nc2ccccc2C)c1
  .	-2.9%
Oc1ccc(Br)cc1-c1cc(-c2ccc(Cl)cc2)n[nH]1
  .	3.1%
Cc1cc(C)c(C#N)c(SCCS(=O)(=O)c2ccc(C(C)(C)C)cc2)n1
  .	1.5%
Cc1cccc(NC(=O)CSCc2c(C)noc2C)c1C
  -0.3%	4.0%
O=c1[nH]nc(CNc2ccc(O)cc2)c2ccccc12
  .	24.2%
CCOC(=O)C1CCN(S(=O)(=O)c2cccc(-c3cn4ccccc4n3)c2)CC1
  -3.3%	-0.1%
COc1cc(/C=C2\SC(=Nc3ccc(F)cc3)NC2=O)cc(OC)c1OC
  2.8%	-10.1%
CCc1ccc(C2CC(c3cccc(OC)c3)n3nc(N)nc3N2)cc1 (centres undefined)
  -0.9%	-1.5%
C=CCNC(=O)C12CC3CC(C1)CC(C(=O)NCC=C)(C3)C2
  -1.1%	17.7%
O=C(Oc1ccc(Br)cc1C(=S)N1CCOCC1)c1ccc([N+](=O)[O-])cc1
  -4.4%	2.7%
COc1ccc(-c2nn(-c3ccccc3)cc2/C=N/NS(=O)(=O)c2ccccc2)cc1
  1.2%	-4.6%
Cc1cccc(C)c1OCc1nnc(SCC(=O)Nc2nccs2)n1-c1ccccc1
  -2.3%	-1.2%
COc1ccnc(N=CNOCc2cccc(Cl)c2Cl)c1C#N
  .	-3.3%
CC(=O)N1CCN(C(C)=O)C1c1ccccc1
  -0.1%	-0.6%
CCCCOC(=O)Nc1nnc(CCc2ccccc2)s1
  .	0.0%
CCOC(=O)C(=CNc1ccc(OC)c(Cl)c1)C(=O)OCC
  3.8%	-0.4%
Cc1noc(C)c1S(=O)(=O)N1CCC(C(=O)N2CCN(C3CCCC3)CC2)CC1
  -4.0%	.
Cc1cc(C(=O)Nc2ccccn2)ccc1[N+](=O)[O-]
  -0.8%	-3.2%
O=[N+]([O-])c1ccc(N2CCOCC2)cc1NCCOc1ccc(Cl)cc1
  0.7%	3.7%
COC(=O)c1ccc(COC(=O)c2ccc(N(C)C)cc2)cc1
  -7.7%	-4.4%

# (cont.)
# Below each SMILES – MKP-3 inhibition	Hsp70 inhibitors
CCCn1c(=NC(C)=O)c(C#N)cc2c(=O)n3cccc(C)c3nc21
  -5.3%	5.2%
O=C(COC(=O)c1ccccc1C(F)(F)F)c1ccc(Cl)cc1
  1.1%	2.9%
Cc1ccc(C(=O)COC(=O)c2ccc(Br)o2)cc1C
  -2.8%	-1.1%
CCc1ccc(NC2=C(Cl)C(=O)N(c3ccc(Br)cc3)C2=O)cc1
  3.4%	0.3%
COc1cc(/C=N/NC(=O)/C(=C\c2ccc([N+](=O)[O-])cc2)NC(=O)c2ccccc2)cc(OC)c1O
  .	9.1%
COC(=O)CSc1nc(N)c2c3c(sc2n1)CCC3
  -1.5%	1.8%
CCOc1ccccc1NC(=O)CN(c1cc(OC)ccc1OC)S(C)(=O)=O
  0.6%	-1.7%
Cc1ccc(NC(=O)CCn2cccc2)cc1Cl
  -0.2%	1.3%
CCN1C(=O)/C(=C\c2ccc(Cl)c([N+](=O)[O-])c2)SC1=S
  3.2%	-1.8%
Cc1ccc(N2C(=O)C(Cl)=C(NCc3ccccc3)C2=O)c(C)c1
  2.0%	4.1%&-5.8%
Cc1ccc2c(c1)c1c3n2CCN(C(=O)Cn2c(-c4ccccc4)noc2=O)C3CCC1 (centres undefined)
  -6.1%	-0.8%
c1ccc(CSc2ncnc3c2cnn3Cc2ccccc2)cc1
  .	0.2%
CC(C)c1ccc(S(=O)(=O)N2CCN(C(=O)c3cccc(F)c3)CC2)cc1
  2.4%	-4.8%
O=C(N=C1SCC(=O)N1c1ccccc1Cl)c1ccco1
  -3.1%&0.3%	-4.1%&0.2%
O=C1OC(c2ccccc2)=N/C1=C\c1c(Cl)cccc1Cl
  -1.2%	3.3%
Cc1ccc(C(=O)Oc2cccc(C3C4=C(Nc5c3c(=O)n(C)c(=O)n5C)c3ccccc3C4=O)c2)cc1 (centres undefined)
  -0.5%	0.1%
O=C(c1cc(-c2cccc(Br)c2)nc2ccccc12)N1CCCCCC1
  -0.1%	1.0%
O=C(NCCCN1CCOCC1)c1nn2c(C(F)(F)F)cc(-c3cccs3)nc2c1Br
  0.1%	0.4%
O=P1(O)C=C(c2ccccc2)OC(c2ccccc2)=C1
  -7.8%	1.1%
CSc1nncc(=O)[nH]1
  0.8%	7.2%
COCCOC(=O)C1=C(C)NC2=C(C(=O)CCC2)C1c1ccc(N(C)C)cc1 (centres undefined)
  -13.9%	-5.4%
COc1cccc(-c2cc3nc(-c4ccccc4)cc(N4CCC5(CC4)OCCO5)n3n2)c1
  -1.2%	2.1%
Fc1ccccc1COc1cccc(/C=N/n2cnnc2)c1
  -3.5%	-0.7%
N#C/C(=N\Nc1ccccc1F)c1nc(-c2ccccc2)cs1
  1.0%	-2.0%
CCCCOc1ccc(C(=O)Nc2ccc(N3CCN(C)CC3)cc2)cc1
  -6.5%	-3.9%
COc1ccc(Nc2nc(NCc3ccco3)nc(N/N=C/c3ccc(O)cc3)n2)cc1
  0.3%	0.8%
CC(=O)Nc1ccc(S(=O)(=O)NCCC(=O)NCCc2ccc(F)cc2)cc1
  .	-0.2%
CC[C@H](C)[C@H](NC(=O)c1ccc(Cl)cc1)C(=O)OCC(=O)c1ccc2c(c1)NC(=O)CO2
  .	-5.4%
Cc1cc(C(=O)N2CCN(C/C=C/c3ccccc3)CC2)cs1
  -5.9%	-1.6%
Cc1ccc(-c2nn3c(C)nnc3s2)cc1NC(=O)c1ccc(-c2cccc(Cl)c2)o1
  -3.2%	-8.4%

# A different layout for 6 compounds above:
Compound	MKP-3 inhibition	Hsp70 inhibitors
Cc1ccc(NC(=O)CCn2cccc2)cc1Cl	-0.2%	1.3%
COCCOC(=O)C1=C(C)NC2=C(C(=O)CCC2)C1c1ccc(N(C)C)cc1 (centres undefined)	-13.9%	-5.4%
Cc1cc(C(=O)Nc2ccccn2)ccc1[N+](=O)[O-]	-0.8%	-3.2%
O=P1(O)C=C(c2ccccc2)OC(c2ccccc2)=C1	-7.8%	1.1%
c1ccc(CSc2ncnc3c2cnn3Cc2ccccc2)cc1	.	0.2%
Cc1ccc(N2C(=O)C(Cl)=C(NCc3ccccc3)C2=O)c(C)c1	2.0%	4.1%&-5.8%

# Next section:
# Below each SMILES – MKP-3 inhibition	Hsp70 inhibitors
CCc1ccc2[nH]c3nc(SCc4nnc(-c5ccc(C)cc5)o4)nnc3c2c1
  .	-0.5%
Cc1noc(C)c1C(=O)OCC(=O)NC(c1ccccc1)c1ccccc1
  .	-2.7%
O=C(/C=C/c1ccccc1)NC(=S)NNC(=O)Cc1cccs1
  .	0.1%
COc1ccc(-c2cc(C(=O)Nc3cc([N+](=O)[O-])ccc3Cl)c3ccccc3n2)cc1OC
  1.6%	3.0%
O=C(O)C1C2C=CC(C2)C1C(=O)NCCC1=CCCCC1 (centres undefined)
  -10.1%&5.3%	7.2%&-2.3%
O=C(/C=C/c1ccco1)Nc1ncc(Cc2cccc(Cl)c2)s1
  6.5%	-3.0%
COc1ccccc1N1CC(C(=O)Nc2cccc(C(=O)O)c2)CC1=O (centres undefined)
  -3.2%	2.9%
CN(C)S(=O)(=O)N(CC(=O)Nc1ccccc1F)c1ccccc1
  .	4.9%
Cc1csc(Sc2nc3c(c(=O)[nH]c(=O)n3C)n2Cc2ccccc2Cl)n1
  9.7%	5.5%
COc1ccc(C2Nc3ccccc3C(=O)N2Cc2ccco2)cc1Cn1nc(C)c([N+](=O)[O-])c1C (centres undefined)
  -5.4%	0.4%
O=C(CCSc1nc(-c2ccco2)cc(C(F)(F)F)n1)N1CCN(c2ccccc2)CC1
  -11.0%	-2.1%
O=C(NCCCc1ccccc1)c1ccncc1
  -13.2%	-4.3%
COc1ccccc1-c1nnc2sc(COc3ccc(Cl)cc3)nn12
  -2.7%	0.0%
N#Cc1c(N)sc2c1CCN(Cc1ccccc1)C2
  14.1%	-25.9%
COc1ccc(/C=C2/SC(=O)N(c3ccccc3)C2=O)c(OC)c1
  -2.7%	-12.7%
COc1ccccc1-n1c(SCC(=O)Nc2ccc(C)cc2)nc(O)cc1=O
  .	3.8%
C=CCn1c(SCC(=O)NC2CCS(=O)(=O)C2)nc2scc(C3CC3)c2c1=O (centres undefined)
  -4.0%	-2.5%
COc1ccccc1NC(=O)C1CC2c3ccccc3C1c1ccccc12 (centres undefined)
  3.0%	-0.9%
COCCNC(=O)C(=O)NCCN1CCOCC1
  .	2.3%
COc1ccc(/C=C(/c2ccccc2)c2nc3ccccc3[nH]2)cc1
  2.1%	1.2%
COc1ccc(C)cc1NC(=O)c1cc2cc3ccc(C)cc3nc2o1
  1.2%	4.4%
CCc1nnc(NS(=O)(=O)c2ccc(NC(=O)OC)cc2)s1
  -7.6%	-5.8%
CC1(c2ccccc2Cl)NC(=O)N(CC(=O)NC(=O)NCc2ccco2)C1=O (centres undefined)
  -2.9%	-2.3%
CC(=O)Oc1ccc(Br)cc1/C=C1\SC(=S)NC1=O
  8.3%	10.6%
COC(=O)c1ccc(C(=O)OC)c(NC(=O)Cc2ccccc2[N+](=O)[O-])c1
  -8.0%	2.9%
CCOC(=O)c1c(C)sc(Sc2ccc(Cl)cc2[N+](=O)[O-])c1OC
  4.2%	-3.8%&-5.8%

# Screening results as filed in PubChem BioAssay.
